# procasp7 counter: counter-screen for procaspase-3 activators: activators of human procaspase-7 | recombinant procaspase-7, Ac-DEVD-pNA absorbance 405 nm; D23A/D198A/D206A triple mutant, cannot self-cleave; scale: DMSO 0, 5 µM enzyme 100 | actives 0.093% (n = 330,000) | activation, % at 8.5 µM | AID 463210;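 active = percent activation above the screen-wide mean plus 3 SD, cut at about 25% in these data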
#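 Assay system – Uncleavable procaspase-7 mutant enzyme · Quantity – 2 µM procaspase-7 mutant as dispensed · Times – 1 h preincubation, 2 h reaction · Dosing – single nominal 8.5 µM compound dose, 0.8% DMSO final · Buffer or medium – Zinc-free 50 mM HEPES buffer, pH 7.4, with NaCl and Triton X-100 · Detection – Epi-absorbance of released pNA at 405 nm, two timepoints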
# RPL19A TOR yeast: yeast TOR pathway RPL19A-GFP modulation | S. cerevisiae RPL19A-GFP strain, flow cytometry, 3 h; hits give low values | percent response vs DMSO, % at 10 µM | actives 0.3% (n = 330,000);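 active = percent response vs DMSO below 50%; inconclusive = fewer than 70 events counted for the yeast strain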;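 also: median channel GFP fluorescence of the barcoded RPL19A-GFP strain; ratio of sample median GFP to plate DMSO average so 100% = DMSO; lower means less RPL19A-GFP as with rapamycin TOR inhibition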
# AHR activator: human AHR activation | activation, % at 5 µM | P35869 | actives 2.5% (n = 320,000) | AHR-responsive luciferase reporter cells, luminescence; in the data active = activation above about 47%;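 also: 0% = vehicle wells and 100% = reference agonist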
# Target sequence (P35869 whole entry, looked up): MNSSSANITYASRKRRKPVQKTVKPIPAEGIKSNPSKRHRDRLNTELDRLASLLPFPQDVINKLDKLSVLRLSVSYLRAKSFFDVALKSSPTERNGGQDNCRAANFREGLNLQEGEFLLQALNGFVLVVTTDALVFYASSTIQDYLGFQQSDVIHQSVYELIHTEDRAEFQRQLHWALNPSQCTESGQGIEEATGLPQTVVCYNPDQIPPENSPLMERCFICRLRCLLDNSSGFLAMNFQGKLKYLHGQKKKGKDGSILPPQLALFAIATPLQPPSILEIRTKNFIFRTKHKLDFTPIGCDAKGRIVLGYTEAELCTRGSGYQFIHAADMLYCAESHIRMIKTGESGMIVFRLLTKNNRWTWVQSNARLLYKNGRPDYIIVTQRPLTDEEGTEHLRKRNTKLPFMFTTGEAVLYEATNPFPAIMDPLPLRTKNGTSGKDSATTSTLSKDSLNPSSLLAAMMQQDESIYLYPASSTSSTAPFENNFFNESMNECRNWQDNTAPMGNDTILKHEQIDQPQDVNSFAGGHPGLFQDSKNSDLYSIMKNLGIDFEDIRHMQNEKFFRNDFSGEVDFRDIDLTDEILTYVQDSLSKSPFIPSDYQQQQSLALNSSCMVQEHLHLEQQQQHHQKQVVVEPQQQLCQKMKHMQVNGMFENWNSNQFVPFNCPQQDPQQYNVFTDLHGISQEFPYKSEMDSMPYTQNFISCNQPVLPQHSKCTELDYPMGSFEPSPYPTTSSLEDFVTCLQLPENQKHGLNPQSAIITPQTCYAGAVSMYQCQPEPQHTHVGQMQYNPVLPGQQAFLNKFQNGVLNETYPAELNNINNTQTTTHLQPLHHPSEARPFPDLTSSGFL
# LAP4 TOR yeast: modulators of TOR pathway LAP4-GFP in S. cerevisiae | S. cerevisiae LAP4-GFP multiplex, flow cytometry GFP, 3 h; median GFP as percent of DMSO wells | GFP response vs DMSO, % at 10 µM | actives 0.34% (n = 320,000) | AID 2023;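 active = GFP response vs DMSO above a set limit, about the screen mean plus 3 SD, cut at about 150% in these data; inconclusive = under 70 cell events counted for the yeast strain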
# CIT2-GFP yeast: modulators of TOR pathway CIT2-GFP in S. cerevisiae; S. cerevisiae CIT2-GFP strain, flow cytometry, 3 h; 100 means same as DMSO wells; GFP response vs DMSO, % at 10 µM; actives 0.065% (n = 320,000); AID 2029;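 active = GFP response relative to DMSO above a set limit, near the screen mean plus 3 SD, cut at about 150% in these data; inconclusive = Fewer than 70 cells measured for a yeast strain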;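 also: ratio of well median GFP fluorescence to mean of DMSO wells on the plate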
# AGP1 TOR yeast: yeast TOR pathway AGP1-GFP modulation. S. cerevisiae AGP1-GFP multiplex flow cytometry, 3 h; GFP as percent of DMSO wells. GFP response vs DMSO, % at 10 µM. actives 0.02% (n = 320,000);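 active = GFP response relative to DMSO above a set limit, near screen average plus 3 SD, cut at about 150% in these data; inconclusive = fewer than 70 cells counted for the yeast strain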;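 also: median GFP channel fluorescence of the gated AGP1 strain per well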
# procasp3 activ: activators of human procaspase-3 | recombinant procaspase-3 D3A, Ac-DEVD-pNA absorbance 405 nm | actives 0.11% (n = 330,000) | P42574 | activation, % at 8.5 µM;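 active = activation above the mean of all tested compounds plus 3 SD, cut at about 21% in these data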;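 also: 0% = DMSO alone and 100% = DMSO wells spiked with extra 5 µM PC-3 D3A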
#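 Test system: Procaspase-3 D3A mutant; medium: Zinc-free HEPES/NaCl buffer with 0.01% Triton X-100 at pH 7.4; reagent: DEVD-pNA substrate; doses: one concentration, 8.5 µM nominal, 0.8% DMSO; times: 1 h preincubation plus 2 h reaction at 25 °C; signal: Epi-absorbance at 405 nm of released p-nitroaniline, 0 and 120 min; replicates: singlicate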
# MEP2 TOR yeast: yeast TOR pathway MEP2-GFP modulation; S. cerevisiae MEP2-GFP strain, flow cytometry GFP, 3 h; 100% = DMSO control level; GFP response vs DMSO, % at 10 µM; actives 0.51% (n = 330,000); AID 2016;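 active = GFP response versus DMSO above a set limit, roughly screen mean plus 3 SD, cut at about 180% in these data; inconclusive = fewer than 70 cells counted for a yeast strain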;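 also: median GFP fluorescence of the barcode-gated MEP2-GFP cells per well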
# * hit, by the source's call; ? = inconclusive; nt = not tested or not shown; [ ] = another dose, or the depositor's remark.
SMILES,procasp7 counter,RPL19A TOR yeast,AHR activator,LAP4 TOR yeast,CIT2-GFP yeast,AGP1 TOR yeast,procasp3 activ,MEP2 TOR yeast
COC(=O)c1cc(Br)ccc1-c1ccc(/C=N/n2nnnc2N)o1,-7,102,5,98,104,97,-1,110
COc1cc(C2NC(C(=O)O)Cc3c2[nH]c2ccccc32)cc(OC)c1OC (stereo unspecified),6,97,8,96,100,103,3,103
COc1cc(C(=O)N/N=C/c2coc3ccc(Cl)cc3c2=O)ccc1O,-11,99,16,108,79,79,-4,80
O=C(Cn1ccc([N+](=O)[O-])n1)N1CCCCC1,-3,95,1,104,89,98,1,103
Cc1ccc(C(=O)NCc2ccccn2)cc1S(=O)(=O)N1CCOCC1,1,96,1,90,89,95,-8,96
CCn1c(N)c(Br)c(=O)[nH]c1=O,13,95,-2,80,81,89,-1,86
Cc1cccc(CSCc2nnc(N)s2)c1,1,nt,2,95,103,101,2,101
Cc1cc(C)c2c(=O)[nH]c(SCC(=O)c3ccc(F)c(C)c3)nc2n1,4,95,15,103,94,95,4,93
CCN(CC)S(=O)(=O)c1ccc2oc(C(=O)NC(C)C)c(C)c2c1,10,99,-1,104,97,94,-2,101
COC(=O)c1ccc(CSc2nnc(N)s2)o1,2,98,-1,104,105,109,0,99
COc1cc(Cl)c(C)cc1NC(=O)CSc1ccccc1,0,105,9,92,97,95,-2,100
Fc1ccc(Br)cc1C1C=C(c2ccc(Br)s2)Nc2ncnn21 (stereo unspecified),5,95,4,79,93,90,1,101
COC(=O)[C@@]12CCCCN1[C@H](c1ccc(-c3ccc(C(C)=O)cc3)cc1)[C@@H]1C(=O)N(C)C(=O)[C@@H]12,3,101,-1,102,95,102,0,100
CCc1ccccc1NC(=O)COc1ccc2c(c1)OCO2,3,95,8,98,99,95,1,103
C[C@H](NC(=O)Cc1cccc2ccccc12)C(=O)N1CCOCC1,4,102,0,91,99,102,3,94
COc1ccc(-c2csc(CCn3nc(C)cc3C)n2)cc1OC,11,114,-2,106,106,103,-1,111
C=Cc1ncc(OC)c2c1[nH]c1ccccc12,-10,94,4,96,94,98,8,102
Cc1ccc(NC(=S)NCCN(C2CCCCC2)C2CCCC2)cc1C,0,97,-1,106,112,99,4,97
O=C(CCNC(=O)c1ccccc1)NN=Cc1ccc(Br)o1,-11,106,2,98,105,101,-3,102
O=C(Nc1ccc(N2CCOCC2)cc1)c1cc2c(s1)CCCC2,8,102,-4,105,98,96,-1,98
COc1cc(/C=N/NC(N)=S)ccc1OCc1ccc(C)cc1,-17,106,27,112,98,105,-5,110
CC1(NC(=O)CCNC(=O)c2ccc(C(C)(C)C)cc2)CCS(=O)(=O)C1 (stereo unspecified),-9,95,0,101,99,98,-4,92
COc1ccc(CCN(C)C(=O)C2CCN(C(=O)Nc3ccccc3)CC2)cc1OC,4,101,3,100,96,102,-3,105
COc1ccc(CCC(=O)Nc2ccc(-c3noc(-c4ccc(OC)c(OC)c4)n3)cc2)cc1,2,96,13,90,90,98,0,98
COc1cccc(NC(=O)CN(Cc2ccccc2)S(C)(=O)=O)c1,-9,109,4,99,102,101,8,109

# Following part
SMILES,procasp7 counter,RPL19A TOR yeast,AHR activator,LAP4 TOR yeast,CIT2-GFP yeast,AGP1 TOR yeast,procasp3 activ,MEP2 TOR yeast
C=CCn1c(SCc2ccc3nonc3c2)nnc1-c1cccs1,7,95,4,91,89,106,-6,90
Cc1cc(C)c2nc(NC(=O)c3ccco3)sc2c1,-9,97,8,101,95,91,-2,99
CC(=O)NC(CCS(C)(=O)=O)C(=O)Nc1nc(C)cs1 (stereo unspecified),-13,113,1,76,78,84,10,89
COc1cccc(/C=C2\SC(N3CCC(C)CC3)=NC2=O)c1OC,-6,99,6,98,96,93,-1,103
Cc1cccc(-n2c(C)cc(/C=N/n3cnnc3)c2C)c1,0,nt,4,94,98,97,2,99
CC(C(=O)N1CCc2ccccc21)N1CCN(Cc2ccccc2)CC1 (stereo unspecified),4,109,0,101,107,101,-4,102
O=C(NCC1CCCO1)c1cccc(NC(=O)c2ccc(Br)cc2)c1 (stereo unspecified),-2,103,9,104,109,105,-2,100
C=CCOc1ccccc1NC(=O)CN1C(=O)CNC1=O,-1,105,24,98,103,96,6,105
CCOP(=O)(c1ccc(N(C)C)cc1)C(O)c1c(Cl)cccc1Cl (stereo unspecified),6,95,0,95,98,98,9,100
Cc1ccc(S(=O)(=O)N2CCC(C(=O)NCc3ccccc3Cl)CC2)cc1,7,100,5,101,95,97,3,99
COc1ccc2c(-c3ccccc3)cc(SC(C)C(N)=O)nc2c1 (stereo unspecified),-6,99,3,94,93,94,-4,102
O=[N+]([O-])c1cc(C(F)(F)F)ccc1N/N=C/c1cc2ccccc2nc1Cl,-2,107,12,102,106,102,7,103
CCCCCNc1c(C(=O)OCC)c(=O)[nH]c2ccccc12,0,101,6,102,97,105,-7,100
CCOc1ccc2nc(NC(=S)N(C)C)sc2c1,-24,97,-4,112,96,84,-14,93
CCN(CC(=O)Nc1c(F)cccc1F)C(=O)c1nc2nccc(C)n2n1,5,99,0,101,98,101,-2,99
O=C(Nc1ccccc1)Nc1cccc(-c2nnco2)c1,1,107,2,104,106,100,-8,110
CCn1nc(CC(=O)Nc2nnc(CC(=O)N3CCCC3)s2)c2ccccc2c1=O,-2,98,4,101,102,101,-2,110
Cc1cccc(Nc2ccc3nonc3c2[N+](=O)[O-])c1C,0,107,4,99,98,104,3,102
O=C(N/N=C(\c1ccccc1)c1ccccn1)c1cccc([N+](=O)[O-])c1,-1,102,11,107,94,96,2,104
CC1(O)CC(c2ccc(Cl)cc2)=NN1C(=O)c1ccc([N+](=O)[O-])cc1 (stereo unspecified),-8,95,3,116,76,103,2,101
CCOc1cc(/C=C2\SC(=Nc3ccccc3)N(c3ccccc3)C2=O)ccc1OCC(=O)O,-9,98,1,97,96,99,-1,91
O=C(CN1C(=O)C2C3C=CC(C3)C2C1=O)Nc1ccc2c(c1)OCCO2 (stereo unspecified),12,100,14,97,100,97,1,103
O=C(CCNC(=O)N1CCn2c1nc1ccccc12)NCc1ccccc1,5,93,1,114,102,109,3,93
Cc1cc(CNC(=O)COc2ccc([N+](=O)[O-])cc2)c2ccccc2n1,15,108,1,95,101,101,9,102
CC(Oc1ccc(Cl)cc1)C(=O)NCCCn1ccnc1 (stereo unspecified),-3,93,3,93,89,94,11,95

# Taken from above.
# Cc1cc(C)c2nc(NC(=O)c3ccco3)sc2c1 in procasp7 counter is entered as -9
# Cc1cccc(Nc2ccc3nonc3c2[N+](=O)[O-])c1C in procasp7 counter is entered as 0
# CC(C(=O)N1CCc2ccccc21)N1CCN(Cc2ccccc2)CC1 (stereo unspecified) in procasp3 activ is entered as -4

# Remaining list, next part:
SMILES,procasp7 counter,RPL19A TOR yeast,AHR activator,LAP4 TOR yeast,CIT2-GFP yeast,AGP1 TOR yeast,procasp3 activ,MEP2 TOR yeast
COc1ccc(C(=O)CCC(=O)O)cc1,-9,98,-3,98,98,103,3,105
CCc1cc(CNC(=O)C2CCC(=O)N(Cc3cccc(F)c3)C2)on1 (stereo unspecified),4,?,-1,79[may fluoresce red],91[may fluoresce red],90[may fluoresce red],-6,92[may fluoresce red]
O=C(Nn1c(C2CCCCC2)nc2ccccc2c1=O)c1ccc(Cl)c([N+](=O)[O-])c1,3,104,2,88,96,94,-3,104
O=C(CCc1nnc(-c2ccsc2)o1)N1CCCCC1CCn1ccnc1 (stereo unspecified),8,89,-2,89,nt,91,-10,93
COc1ccc(CN2CCN(C(=O)Cn3nc(C)n4cccc4c3=O)CC2)c(OC)c1OC,6,107,1,117,101,110,-4,112
Cc1ccc(SCc2c(C(=O)N/N=C/c3ccoc3)nnn2-c2nonc2N)cc1,5,100,4,91,106,100,3,108
CCC(C(=O)OC)n1cnc2c(cnn2-c2ccc(Cl)cc2)c1=O (stereo unspecified),4,102,1,111,105,105,-3,109
CCC(=O)Nc1ccc(C(=O)CSc2nc(N)cc(N)n2)cc1,-1,97,3,107,93,99,-4,96
O=C(O)c1cccc(NS(=O)(=O)c2ccc(Cl)c(C(=O)O)c2)c1,-2,104,0,107,95,106,-1,109
NC1=C([N+](=O)[O-])C(c2ccc(F)cc2)C2=C(CCCC2=O)O1 (stereo unspecified),-11,105,-1,93,102,100,1,104
COC(=O)c1cn(C(=O)OC)c2ccccc12,7,96,5,103,87,89,-9,91
Cc1cc(C)nc(CCNC(=O)c2cc(COc3c(C)cccc3C)on2)n1,10,99,2,99,97,100,0,97
O=c1c2ccccc2nc2n1C(CSCc1ccccc1)CS2 (stereo unspecified),3,93,1,97,90,94,6,94
CCc1nnc(NC(=O)[C@@H]2CCCN2S(=O)(=O)c2ccc3c(c2)OCCO3)s1,14,92,0,91,103,95,-4,95
Cc1cccc(N/N=C/c2ccc(C)s2)c1,-6,98,25,112,95,101,4,100
COc1ccc(CCNC(=O)Cn2c(=O)n(-c3ccc(C)c(F)c3)c(=O)c3sccc32)cc1OC,-3,94,2,103,86,97,0,103
CCSc1nnc(NC(=O)[C@@H](NC(=O)c2cccc(C)c2)C(C)C)s1,8,101,0,85,92,95,-2,86
CCC(CO)Oc1cc(NC(=O)c2ccccc2[N+](=O)[O-])c2ncn(C(C)C)c2c1 (stereo unspecified),-6,101,1,91,97,101,0,94
CCCn1nnnc1NC(=O)COc1ccc(CC)cc1,7,102,0,97,94,104,5,106
Cc1nc(NCCCO)c(C#N)c2c1COC(C)(C)C2,7,95,0,96,98,99,-5,98
Cc1ccc(NC(=O)CN(C)C(=O)Cn2nnc(-c3ccccc3C)n2)cc1,16,101,0,91,106,101,-2,100
CC(=O)N1c2ccc(S(=O)(=O)N(C)CC(=O)NC(C)c3ccccc3)cc2CC1C (stereo unspecified),-8,98,-2,102,95,101,3,96
CCOC(=O)c1ccc(NC(=S)NCCCN2CCCC2=O)cc1,3,98,0,108,95,106,4,99
CCOc1ccc(NC(=S)Nc2cccc3cnccc23)cc1,-11,104,60*,112,111,111,-7,115
Cc1ccc(S(=O)(=O)CCC(=O)OC(C)C(=O)Nc2ccc(N3CCOCC3)cc2)cc1 (stereo unspecified),-3,90,0,90,85,88,-3,89
O=C(Nc1nnc(-c2ccc(Cl)cc2)o1)c1ccccc1Br,4,90,0,159*,88,89,-6,99
C[n+]1cc[nH]c1SCC(=O)c1ccc(Cl)cc1,8,95,36,103,99,103,3,99
COc1ccc(C(=O)NN(c2ccccc2)c2ccccc2)cc1,-12,100,-2,99,106,99,8,102
CN1CCN(CC(=O)Nc2ccc(Oc3ccccc3)cc2)CC1,10,104,2,105,94,110,5,93
CC(=O)NC(=S)Nc1ccc(NC(=O)COc2ccc(Cl)cc2Cl)cc1,-3,96,2,92,81,98,-4,98
